Screens (PubChem BioAssay)
MT stabilize HCS: microtubule stabilization, imaging screen; HeLa tubulin immunostaining HCS, 24 h; share of cells brighter than vehicle mean+2SD; % tubulin-high responders, % at 10 µM; 200,000 tested, 0.83% active; AID 2205;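 active = plate Z-score above 3 for both tubulin-high and condensed-nucleus cell shares, with cell loss under 80%, at 10 µM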;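 note: anti alpha tubulin signal scored within the nucleus-defined area of each cell; some results filed as inactive read as strong as hits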
T cell modulator: T cell immune modulation candidate; AID 2052; 2C CD8+ T cell-vesicle binding, flow cytometry; hits give low values; 330,000 tested, 0.068% active; calls only at 7 µM;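 active = response, share of CD8 T cells binding vesicles, and their 90th percentile fluorescence all below set limits, cut at about 80% in these data, passing the limit was not always enough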
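material = purified 2C TCR transgenic mouse naive CD8+ T cells | controls = Unloaded micro-vesicles (low), QL9 vesicles with 0.7% DMSO (high) | detection = cytometric PE anti-B7-1 and Alexa647 anti-CD8 signals after 1% paraformaldehyde fixation | incubation = binding step 1.5 h, 37 °C, antibody labelling 20 min, ice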
West Nile virus CPE: inhibition of WNV-induced cytopathic effect – cell-based, CPE readout (AID 1621); West Nile virus-infected cells, CPE inhibition; higher % means a stronger effect; CPE inhibition, % at 10 µM, or IC50 in µM where a hit was titrated; 290,000 tested, 0.02% active; in the data active = a potency from the dose series; inconclusive = CPE inhibition mostly from about 3.7% at the one dose, without a potency; inactive = the rest, 99 in 100 with CPE inhibition below about 2.2%; note: strong numbers were not always called active
Myeloid diff MLP: promotes myeloid progenitor differentiation. ER-HoxA9 myeloid progenitors, lysozyme-GFP differentiation, flow cytometry. calls only at 10 µM. 360,000 tested, 1% active;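 active = normalized GFP-positive differentiation at or above the plate's own cutoff, the solvent-only control mean plus 3 SD; inconclusive = no clear call, values can overlap the other calls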;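 note: cells exposed to compound for four days before flow analysis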
Autophagy mod: alters autophagy in cells; MEF GFP-LC3 puncta imaging; test concentration mostly 10 µM; calls only at 10 µM (by protocol); 190,000 tested, 0.98% active;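 active = percentage of spot-positive cells more than 3 SD above its plate mean, without a fluorescence outlier flag or 80% toxicity; inconclusive = no clear call, values can overlap the other calls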;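 note: spot-positive cell cutoff set from DMSO-treated cells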
WT yeast gro inh: growth inhibition of WT yeast, mitochondrial fusion screen; AID 1362; inhibition, % at 10 µM; 190,000 tested, 2.1% active; mitochondrial fusion phenotypic screen, WT strain; in the data active = inhibition above about 58%; tested in S. cerevisiae
Lipid droplet: hepatic lipid droplet formation modulation; AML12 mouse hepatocytes, oleate lipid droplets, BODIPY imaging; inhibition, % at 6.5 µM; 240,000 tested, 0.4% active;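 active = lipid droplet intensity inhibited by at least 50%, with more than 500 cells counted; inconclusive = wells with under 300 cells, treated as cytotoxic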
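Material: mouse AML12 hepatocyte cell line, fixed after treatment; Timing: compound with oleate, overnight; Technique: high-content imaging of BODIPY-stained droplets and DAPI nuclei; Probe or stimulus: oleate, 100 µM final; Dosing: compound at 6.5 µM only.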
b-catenin transl: beta-catenin nuclear translocation modulation; HeLa beta-catenin nuclear translocation, immunofluorescence imaging; nuclear translocation activity, % at 5 µM; 190,000 tested, 0.3% active;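 active = nuclear translocation activity above 50% at 5 µM, with a well cell count of 50 or more; inconclusive = wells under 50 cells across six images, flagged as toxic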;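 note: per-cell ratio of nuclear to cytoplasmic median beta-catenin stain intensity; plate controls were DMSO negative control for no effect and GSK-3 inhibitor IX positive control for full effect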
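Technique: fluorescence imaging of beta-catenin antibody stain plus DAPI / Material: human HeLa cell line / Incubation: compound treatment 24 h, 37°C, 5% CO2 / Read-out basis: % activation of per-cell nuclear versus cytoplasmic median beta-catenin signal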
Ins promoter up: MIN6 insulin promoter up-regulation | z-score at 5 µM | AID 1625 | MIN6 insulin promoter-GFP reporter, high-content imaging; hits give high values | 190,000 tested, 0.3% active;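 active = z-score above 3 at 5 µM with at least 500 cells counted in the well; inconclusive = wells under 500 cells, flagged as cytotoxic or low count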
WT yeast gro inh mutant strain: second read-out of WT yeast gro inh, no call of its own (marks repeat the call); inhibition, %; mitochondrial fusion phenotypic screen, mutant strain inhibition
Ins promoter up cell count: also measured in Ins promoter up; calls as there; cell count; measured here: cytotoxicity, nuclei count;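 total cells summed across four imaged fields per well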
Lipid droplet cells 6.5 µM: further read-out of Lipid droplet, marked with its call; cell count; measured here: cell count, cytotoxicity flag;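 cells counted across two imaged fields per well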
b-catenin transl cell count 5 µM: further read-out of b-catenin transl, marked with its call; cell count; measured here: cell count, cytotoxicity flag
T cell modulator vesicle-bound %: second read-out of T cell modulator, no call of its own (marks repeat the call); double positive events, %; measured here: CD8+ vesicle-bound cell fraction;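 binding gate set so that unloaded-vesicle control wells show 10% double positive cells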
MT stabilize HCS Hoechst-high %: further read-out of MT stabilize HCS, marked with its call; % Hoechst-high responders; measured here: nuclear condensation Hoechst responders;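 share of cells brighter than vehicle mean plus two SD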
MT stabilize HCS cytotoxicity %: further read-out of MT stabilize HCS, marked with its call; toxicity, %; measured here: cytotoxicity by cell density;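 0% = mean cell density of plate MIN control wells and 100% = no cells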
Autophagy mod cell loss 18 h: second read-out of Autophagy mod, no call of its own (marks repeat the call); toxicity, %; measured here: cell loss, nuclei count;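 cell loss after 18 h compound exposure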
Myeloid diff MLP GFP+ MAC1+ %: recorded beside Myeloid diff MLP, whose call it bears; GFP+ MAC1+ double positive, %; measured here: differentiation confirmed by MAC1 staining
Starred values were filed as active, the others as inactive; i = inactive; ? = inconclusive; . = not tested or not shown.

SMILES	MT stabilize HCS	MT stabilize HCS Hoechst-high %	MT stabilize HCS cytotoxicity %	T cell modulator	T cell modulator vesicle-bound %	West Nile virus CPE	Myeloid diff MLP	Myeloid diff MLP GFP+ MAC1+ %	Autophagy mod	Autophagy mod cell loss 18 h	WT yeast gro inh	WT yeast gro inh mutant strain	Lipid droplet	Lipid droplet cells 6.5 µM	b-catenin transl	b-catenin transl cell count 5 µM	Ins promoter up	Ins promoter up cell count
CCN(CC)S(=O)(=O)c1ccc(NN=c2c(=O)c3ccccc3c2=O)cc1	.	.	.	i	17	0.1%	i	0.2	.	.	.	.	1	715	-1.8	1419	-0.04	1093
FC(F)Oc1ccc(-c2csc(Cc3nnc4n3CCCCC4)n2)cc1	3.8	1.7	6.0	.	.	-0.4%	i	2.0	i	3	2	0	-50	709	-4.7	1292	-1.6	896
CC(C)(C)n1nc2c(c1NC(=O)c1ccc(Br)cc1)CS(=O)C2 (stereo unspecified)	5.2	2.2	7.1	i	48	0.2%	i	6.1	i	3	8	-4	.	.	.	.	-0.61	741
CCc1ccc2nc(N(CCCN(C)C)C(=O)c3ccc(S(=O)(=O)N(C)C4CCCCC4)cc3)sc2c1	.	.	.	i	64	3.3%	i	0.5	.	.	.	.	-22	610	.	.	.	.
CCn1c(=O)c2ccccc2n(Cc2cccc([N+](=O)[O-])c2)c1=O	.	.	.	i	7	-0.4%	i	1.2	.	.	.	.	4	801	.	.	.	.
CN1CCN(c2ccc(NC(=S)NC(=O)c3cccc4c(Cl)cccc34)cc2)CC1	.	.	.	i	39	0.0%	i	1.0	.	.	.	.	13	710	.	.	.	.
C/C(N)=C(/C#N)C(=O)COC(=O)C1=NN(c2ccccc2)C(=O)CC1	.	.	.	i	48	-0.4%	i	0.6	.	.	.	.	3	790	.	.	.	.
CCCn1ncc(CN2CCC(Oc3ccc(C(=O)N4CCCC4)cc3)CC2)c1C	.	.	.	i	9	0.2%	i	4.5	.	.	.	.	-15	781	.	.	.	.
O=C(NCC1CCCO1)c1cn(-c2ccccc2)nc1-c1ccccc1 (stereo unspecified)	4.3	2.3	9.0	i	39	.	i	4.0	i	4	16	-4	0	634	-0.2	1125	-0.07	1317
CC(=O)c1cc2c(cc1NS(=O)(=O)c1ccccc1Br)OCO2	.	.	.	i	22	0.3%	i	0.2	.	.	.	.	14	640	.	.	.	.
CCc1nc(SCC(=O)c2ccc(Cl)s2)c2oc3ccccc3c2n1	4.9	2.3	6.9	i	39	2.2%	i	0.1	i	0	9	6	.	.	-1.2	1395	-0.29	1382
Cc1ccc(NC=C(S(=O)(=O)c2ccccc2)S(=O)(=O)c2ccccc2)c(C)c1	1.9	1.5	7.4	i	59	-0.1%	i	1.5	i	5	5	-1	.	.	4.4	1357	-0.2	1243
CCOC(=O)C1CCN(C(=O)CN(c2ccc3c(c2)OCO3)S(C)(=O)=O)CC1	3.5	2.9	7.7	i	27	0.1%	i	1.0	i	-5	12	21	4	716	-3.0	1219	-1	1180
O=C(N/N=C\c1cccnc1)c1ccccc1O	.	.	.	i	58	0.1%	i	0.6	.	.	.	.	0	798	.	.	.	.
COc1ccc(-c2nc(O)c3cnccn23)cc1	4.9	2.1	2.9	i	39	-0.3%	i	0.2	i	7	11	19	19	611	0.5	966	0.07	1335
Cc1ccc(C(=O)N2CCCCCC2)cc1S(=O)(=O)Nc1ccccc1	.	.	.	i	66	-0.7%	i	0.9	.	.	.	.	-6	699	.	.	.	.
CCn1c(SCC(=O)c2cc(C)n(C)c2C)nnc1-c1ccccc1	0.6	1.4	6.1	i	20	0.1%	i	0.7	i	6	7	14	-8	695	.	.	-0.76	938
Cc1noc(NS(=O)(=O)c2ccc(NC(=O)CCN3C(=O)c4ccccc4C3=O)cc2)c1C	1.1	1.8	1.4	i	57	-1.0%	i	0.4	i	-1	-7	-2	1	696	0.2	1581	-1.1	1429
Cc1cccn2c(=O)c(/C=C(\C#N)C(=O)NCc3ccco3)c(N3CCOCC3)nc12	.	.	.	i	17	0.0%	i	0.5	.	.	.	.	-1	687	-1.3	1190	-0.38	1445
CCC/C=N/NC(=O)CNC(=O)c1ccccc1Cl	3.3	4.0	11	i	54	0.3%	i	0.2	i	-2	2	-10	0	714	0.7	1092	0.17	1307
O=C(O)CN1C(=O)SC(Nc2ccc(C(=O)O)cc2)C1=O (stereo unspecified)	1.1	1.2	5.1	i	16	-0.4%	i	1.0	i	-2	8	3	14	807	.	.	0.01	995
Cc1c(C(N)=O)c(N)c(C(=O)c2ccccc2)n1-c1ccccc1	2.1	2.9	8.5	i	31	0.4%	i	1.2	i	1	-2	-5	.	.	1.5	1109	-0.47	945
O=[N+]([O-])c1ccc(/C=N/Nc2ncc(Br)cn2)cc1	.	.	.	i	54	-0.2%	i	0.3	.	.	.	.	-23	782	.	.	.	.
CC(Cn1cnc2ccccc21)C(=O)O (stereo unspecified)	3.5	3.4	8.1	i	34	1.0%	i	4.3	i	-14	-16	4	6	745	-3.6	1243	0.03	1295
COc1ccccc1N1CCN(C2CC(=O)N(C)C2=O)CC1 (stereo unspecified)	1.8	1.8	2.1	i	37	0.2%	i	0.1	i	-3	-12	-21	0	768	-0.2	1056	0.04	1232
Fc1ccccc1CN(CCN1CCOCC1)C(=S)Nc1ccccc1Cl	2.6	2.5	9.3	i	29	-1.7%	i	0.6	i	14	12	24	-11	717	-1.1	1125	0.15	1106
O=C(O)CCCNC(=O)OCc1ccccc1	0.9	2.3	13	i	29	0.5%	i	1.0	.	.	9	8	.	.	1.6	1367	-0.09	1323
COc1ccc(Cn2nnc3c(=O)[nH]c(C4CCCN(C(=O)c5ccccc5)C4)nc32)cc1 (stereo unspecified)	3.0	2.8	12	i	34	1.1%	i	4.1	i	2	12	8	-1	732	0.9	1046	-0.7	1169
CC(=O)c1ccc(S(=O)(=O)NCc2ccc(C(=O)NCC(c3ccccc3)N(C)C)cc2)cc1 (stereo unspecified)	.	.	.	i	29	-0.1%	i	0.3	.	.	.	.	4	808	.	.	.	.
CC(=O)c1cnc2cc(-c3cccc(Br)c3)nn2c1C	3.8	5.2	12	i	13	-0.8%	i	0.6	i	-2	-6	-21	-7	617	1.2	1087	-0.78	1227
S=C(Nc1ccccc1)Nc1ccccc1Br	.	.	.	i	26	-0.3%	i	1.0	.	.	.	.	-5	737	0.2	1286	0.96	1379
CCCCCCCCCCn1ccc(=N)cc1	.	.	.	i	5	2.5%	?	.	.	.	.	.	-19	728	6.0	729	?	.
O=C(CSc1n[nH]c(-c2ccncc2)n1)Nc1ccccc1C(F)(F)F	.	.	.	i	21	0.4%	i	4.5	.	.	.	.	-9	806	.	.	.	.
CC(C)c1ccc(NC2CCCN(C(=O)c3cnc4ccccn4c3=O)C2)cc1 (stereo unspecified)	.	.	.	i	17	-0.5%	i	0.4	.	.	.	.	-12	635	.	.	.	.
Cc1[nH]c2ccccc2c1SCC(=O)N1CCOCC1	1.8	1.9	0.7	i	29	-0.1%	i	1.9	i	25	-10	-5	-12	603	-0.1	1120	0.11	1205
CCOC(=O)c1ccc(NC(=O)CSCC(=O)OCC(=O)c2ccccc2)cc1	2.0	3.1	7.9	i	17	1.0%	i	0.2	i	11	-1	-3	21	535	-1.1	973	0.2	1307
COc1cc(S(=O)(=O)N(Cc2ccccc2)CC2CCCO2)ccc1-n1cnnn1 (stereo unspecified)	1.9	1.4	2.9	i	52	-0.9%	i	0.7	i	-10	28	11	17	690	1.6	1049	-1.9	1113
CC(=O)c1ccc(C(=O)Nc2ccc3c(c2)C(=O)NC3=O)cc1	.	.	.	i	8	0.4%	i	1.1	.	.	.	.	0	777	.	.	.	.
CCOC(=O)c1sc2nc(C3CC3)cc(-c3ccc(F)cc3)c2c1N	i	.	100	i	9	-0.5%	i	0.8	i	-19	-5	0	.	.	3.0	1432	0.53	1492
CCC(CC)c1nnc(NC(=O)c2nn(C)c(=O)c3ccccc23)s1	7.3	0.8	5.5	i	21	0.1%	i	0.4	i	-10	5	-11	2	535	0.6	1129	0.29	1216
CCn1c(C)c(C(C)=O)c(N2CCN(c3cccc(Cl)c3)CC2)nc1=S	0.9	1.9	5.8	i	0	0.0%	i	0.3	i	1	18	22	-8	735	3.0	971	1.3	792
OCCN(Cc1ccccc1)C(=S)NC1CCCCC1	2.4	3.1	4.8	i	57	-0.3%	i	0.5	i	23	5	6	-4	694	-1.6	985	0.4	1268
O=C(COC(=O)CCC(=O)c1cccs1)NCc1ccccc1	2.7	1.1	9.1	i	27	-0.1%	i	0.4	i	-4	-2	-10	8	725	-0.8	1129	-0.23	1297
Cc1ccc2c(c1)N(CC(=O)NCCc1ccc(Cl)cc1)C(=O)c1cccnc1O2	.	.	.	i	9	-0.2%	i	3.7	.	.	.	.	-5	782	.	.	.	.
